# Pol kappa inh – blocks human DNA polymerase kappa activity; AID 588579; hit rate 0.53% among 400,000; Q9UBT6; purified Pol kappa, fluorescent DNA synthesis assay, 10 min; Potency, µM (series often up to 107 µM), without a hit: at the top dose activity, negative = inhibition, hits mostly inhibitors; also: potency is read from the fitted curve at half-maximal effect; % is scaled to controls: 0 for no effect and ±100 for the full control effect
#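 Inhibition of 10 nM Pol kappa is measured by a fluorescent read-out at 0 and 10 min following addition of 50 nM substrate (final), with a 15-min room-temperature compound preincubation.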
# Pol beta inh – blocks human DNA polymerase beta activity | AID 485314 | hit rate 1.3% among 340,000 | Potency, µM (top dose mostly 114 µM), inactives show top-dose activity change, negative = inhibition, hits mostly inhibitors | Pol beta primer extension/strand displacement, fluorescence kinetic | P06746; also: potency is read from the fitted curve at half-maximal effect; % is scaled to controls: 0 for no effect and ±100 for the full control effect
#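 Curves were derived by four-parameter Hill fits of normalized qHTS data. The kinetic fluorescent primer-extension read was taken at 0 and 10 min after 50 nM substrate, following a 15 min room-temperature preincubation of 10 nM enzyme with compounds.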
# RXFP1 antagonist – RXFP1 (human) relaxin receptor antagonism. HEK293-RXFP1, relaxin-stimulated cAMP HTRF, 30 min; stronger effect = lower value. Q9HBX9. hit rate 0.59% among 350,000. activity change, negative = inhibition, % at 57.5 µM. AID 1259400;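 active = activity change of -60% or lower, but not beyond a set lower limit; inconclusive = change between -60% and -40%, or beyond the set limit; inactive = change above -40%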; also: % is scaled to controls: 0 for no effect and ±100 for the full control effect
# BLM inh – Bloom syndrome helicase (human) inhibition; P54132; recombinant BLM DNA unwinding, fluorescence dequenching; Potency, µM (top dose mostly 56.1 µM), for inactives: at the highest dose activity change, negative = inhibition, most hits filed as inhibitors; hit rate 0.2% among 350,000; AID 2528;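 also: potency is read from the fitted curve at half-maximal effect; plate controls were vehicle for no effect and no enzyme for full effect; nearly all actives have a fitted effect of over 35% in size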
# Pol eta inh – inhibitors of human DNA polymerase eta. hit rate 1.2% among 390,000. AID 588591. Potency, µM (doses to about 114 µM), inactives show top-dose activity change, negative = inhibition, most hits filed as inhibitors. recombinant Pol eta, fluorescent DNA replication assay. Q9Y253; also: potency is read from the fitted curve at half-maximal effect; % is scaled to controls: 0 for no effect and ±100 for the full control effect
#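 Pol eta (10 nM) was preincubated with compounds for 15 min at room temperature, after which fluorescent replication substrate (50 nM final) was added to start the reaction. Fluorescence was read kinetically at 0 and 10 min.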
# Pol iota inh – blocks human DNA polymerase iota activity; Q9UNA4; Potency, µM (series often up to 115 µM), for inactives: top-dose activity, negative = inhibition, most hits filed as inhibitors; Pol iota fluorescent replication assay, 10 min; hit rate 1% among 390,000; also: potency is read from the fitted curve at half-maximal effect
#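 Pol iota at 10 nM preincubated 15 min with compounds at room temperature; reaction started with fluorescent substrate, 50 nM final. Fluorescence read kinetically at 0 and 10 min; buffer-only wells as negative control.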
# Apoferritin bind – binds horse apoferritin like a general anesthetic. P02791. apoferritin/1-aminoanthracene competitive binding, fluorescence. Potency, µM (titrated, usually from 77.5 µM), for the others: at the highest dose activity change, negative = displacement, hits mostly inhibitors. hit rate 0.074% among 350,000; also: potency is read from the fitted curve at half-maximal effect; % is scaled to controls: 0 for no effect and ±100 for the full control effect; nearly all actives have a fitted effect of over 20% in size
# Target sequence (P02791 2-175 limits assumed): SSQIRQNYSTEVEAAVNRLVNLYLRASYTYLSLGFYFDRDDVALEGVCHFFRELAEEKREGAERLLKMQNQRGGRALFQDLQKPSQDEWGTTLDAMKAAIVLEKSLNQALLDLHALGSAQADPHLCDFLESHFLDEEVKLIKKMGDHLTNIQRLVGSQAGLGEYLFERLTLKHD
#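 In PBS, apoferritin at 10 uM is loaded with 1-AMA from a 50% saturated solution. After 10 min of compound exposure at ambient temperature, reduced 535 nm fluorescence indicates probe displacement.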
# APE1 inh – APE1 (human) endonuclease inhibition | recombinant APE1, TAMRA/BHQ-2 abasic DNA cleavage fluorescence | Potency, µM (highest dose often 65.8 µM), inactives show at the highest dose activity change, negative = inhibition, actives largely listed as inhibitors | hit rate 0.35% among 350,000 | AID 2517;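 also: potency is read from the fitted curve at half-maximal effect; plate controls were vehicle for no effect and reference inhibitor for full effect; nearly all actives have a fitted effect of over 55% in size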
# Target sequence (P27695 whole entry, looked up): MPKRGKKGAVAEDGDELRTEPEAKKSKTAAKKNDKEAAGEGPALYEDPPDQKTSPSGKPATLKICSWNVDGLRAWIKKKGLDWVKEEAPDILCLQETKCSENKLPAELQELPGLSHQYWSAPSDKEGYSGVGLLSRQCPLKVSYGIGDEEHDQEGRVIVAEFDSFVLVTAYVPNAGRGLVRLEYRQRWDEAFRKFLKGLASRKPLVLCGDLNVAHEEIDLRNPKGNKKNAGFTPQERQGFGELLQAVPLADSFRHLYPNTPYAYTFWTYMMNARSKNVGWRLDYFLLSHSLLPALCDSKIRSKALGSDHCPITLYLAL
#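 Incision of a quenched TAMRA/BHQ-2 THF abasic-site duplex (50 nM) by 0.75 nM APE1, after 15 min compound preincubation, measured as fluorescence increase over three 60 s reads. Values normalized to buffer, DMSO and NSC13755 control wells.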
# PGK inhibitor – inhibitors of T. brucei phosphoglycerate kinase. P07378. Potency, µM (series often up to 57.5 µM), for inactives: at the top dose activity change, negative = inhibition, hits mostly inhibitors. PGK/GAPDH coupled, Kinase-Glo luminescence, 60 min. hit rate 0.043% among 380,000; also: potency is read from the fitted curve at half-maximal effect; % is scaled to controls: 0 for no effect and ±100 for the full control effect; nearly all actives have a fitted effect of over 60% in size
# Target sequence (P07378 whole entry, looked up): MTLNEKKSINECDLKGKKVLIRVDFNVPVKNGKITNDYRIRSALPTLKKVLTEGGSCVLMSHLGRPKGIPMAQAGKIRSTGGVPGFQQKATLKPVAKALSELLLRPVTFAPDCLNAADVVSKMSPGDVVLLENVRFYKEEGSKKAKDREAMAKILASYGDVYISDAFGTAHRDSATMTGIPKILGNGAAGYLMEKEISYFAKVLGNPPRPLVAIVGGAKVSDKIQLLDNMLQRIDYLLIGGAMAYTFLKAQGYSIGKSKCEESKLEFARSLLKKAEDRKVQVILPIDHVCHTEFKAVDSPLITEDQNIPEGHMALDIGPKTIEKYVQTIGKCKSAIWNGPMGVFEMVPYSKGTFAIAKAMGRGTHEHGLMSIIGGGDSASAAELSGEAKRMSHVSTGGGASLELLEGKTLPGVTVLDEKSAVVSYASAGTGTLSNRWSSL
#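 Luminescent ATP detection (Kinase-Glo Plus) follows a 60-minute room-temperature incubation, with wells lacking PGK as controls. Buffer: 100 mM TEA (pH 7.6), 5 mM MgCl2, 0.01% Tween-20. Coupling enzyme GAPDH (100 nM final) supplies unstable 1,3-BPG in-well.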
# Active calls of the source: *; i = inactive; u = inconclusive; x = no result given; [ ] = another dose, or the depositor's remark. Unless noted, calls follow the shape of the dose curve; as a rule, active = well fitted curve in the direction sought with a large enough effect; inconclusive = small, poorly fitted or top-dose-only effect, or another doubt; inactive = no such curve, though single readings can be large; an effect the other way counts as inactive or inconclusive.
SMILES,Pol kappa inh,Pol beta inh,RXFP1 antagonist,BLM inh,Pol eta inh,Pol iota inh,Apoferritin bind,APE1 inh,PGK inhibitor
Cc1ccc(C)c(S(=O)(=O)NNC(=O)c2sc(NS(=O)(=O)c3ccccc3)nc2C)c1,-20.1%,31.7%,13.2,0.5%,1.6%,1.7%,-0.1%,22.3%,4.0%
O=C(COC(=O)c1cc(=O)[nH]c2ccccc12)NC1CCCCC1,-3.8%,x,-5.6,x,-2.0%,6.2%,x,45.8%,-6.3%
CCn1c(=O)c(=O)[nH]c2c(=O)oc3ccc(S(=O)(=O)Nc4ccc(OC)cc4)cc3c21,-20.1%,8.2%,-13.8,-2.0%,-0.6%,52.2%[activator],-5.5%,-6.3%,2.3%
Cc1ccc(NC(=O)CSc2nnc(C3CC3)n2C)cc1S(=O)(=O)N1CCCCC1,11.3%,x,-12.2,x,-6.7%,-13.8%,x,-10.4%,-0.7%
COc1ccc(-c2cc3c(=O)n(CC(=O)NCCN4CCCC4)nc(C)n3n2)cc1,-5.5%,9.8%,-19.8,-8.0%,-1.1%,u,-12.0%,36.1%,-6.1%
O=C(CCc1nc(CN2CCN(S(=O)(=O)c3ccc(F)cc3)CC2)no1)N1CCCCC1,-3.0%,2.9%,-10.8,0.4%,-11.5%,14.2%,-1.2%,x,0.6%
CC(C)(C)C(O)CN1CCCC1 (stereo not given),-6.2%,-1.3%,5.6,-0.6%,-9.8%,-23.5%,0.3%,2.6%,3.5%
CC(=O)c1ccc(O)c(CSc2nncn2C)c1,-7.9%,0.7%,2.6,1.0%,-7.2%,3.4%,-8.5%,-1.5%,-0.8%
CCOc1ccc(C(=O)Nc2c(C(=O)c3ccccc3)oc3ccccc23)cc1,-5.7%,-1.4%,-2.6,-0.4%,x,2.5%,-4.8%,x,x
COc1ccc(Cn2c(=S)[nH]c3ccccc3c2=O)cc1,-9.2%,11.0%,-34.5,-3.3%,-12.7%,8.5%,-8.0%,-6.4%,7.8%
COc1ccc(CCC(=O)OCC(=O)Nc2ccc(OC)c(OC)c2)cc1OC,0.7%,0.8%,-21.6,-1.5%,3.5%,-9.5%,-9.2%,22.7%,2.7%
O=C(c1ccco1)N1CCN(C(=O)c2cc(-c3ccccc3F)no2)CC1,3.9%,-8.8%,-3.0,2.0%,0.3%,1.8%,-10.7%,31.8%,-1.9%
CN(C(=O)c1cc(-n2cnnc2)ccc1Cl)c1ccccc1,-28.6%,6.9%,13.5,2.7%,-8.8%,7.9%,-4.0%,1.7%,-0.8%
CCCC(=O)Nc1nc2c(c(=O)[nH]1)CCCC2,-3.7%,10.6%,-0.4,-0.7%,10.5%,17.9%,2.4%,-2.2%,10.1%
CC(=O)c1ccc(OCC(=O)N2CCN(S(=O)(=O)c3ccc(Br)s3)CC2)cc1,-9.1%,x,-17.3,x,-9.5%,-13.1%,x,3.1%,0.4%
O=C(/C=C/c1ccc2ccccc2c1)c1ccoc1,-6.1%,26.9%,-5.4,1.4%,-1.5%,14.2%,-8.3%,-4.3%,-6.3%
CC(Sc1nnc(C2CC2)n1Cc1ccccc1)C(=O)N1CCNC1=O (stereo not given),-1.6%,x,-4.4,x,-6.9%,3.0%,x,21.3%,-2.4%
Cc1ccc(SCc2cc(=O)[nH]c(N3CCN(C)CC3)n2)cc1,2.0%,26.8%,6.4,3.1%,-22.7%,14.2%,-5.9%,-0.2%,-0.1%
CC1CN(S(=O)(=O)c2ccc(-c3nc4ccccc4s3)cc2)CC(C)O1 (stereo not given),-4.5%,13.3%,3.8,0.4%,8.1%,-1.1%,-7.8%,18.1%,x
COc1ccccc1-c1ccnc2c(-c3ccc(Br)cc3)c(C)nn12,6.4%,-12.2%,x,-2.6%,-12.0%,-5.6%,-7.0%,x,9.4%
CN(CC(=O)NC1CCN(Cc2ccccc2)CC1)S(=O)(=O)c1ccc(Cl)s1,13.9%,x,-9.5,x,-7.1%,4.5%,x,5.1%,-11.0%
N/C(=N/O)c1nc(N2CCCC2)nc(N(c2ccccc2)c2ccccc2)n1,-19.7%,6.2%,-4.0,-3.0%,-6.7%,8.7%,-12.2%,-5.3%,-6.3%
CCC(=O)Nc1cc(-c2nn(CC(=O)N3CCCCC3)c(=O)c3ccccc23)ccc1N1CCOCC1,-22.4%,-1.9%,0.3,-1.7%,-0.1%,-7.0%,-23.1%,-5.3%,-2.8%
O=C(CC1CC2CCC1C2)N1CCN(S(=O)(=O)c2ccccc2F)CC1 (stereo not given),-15.3%,x,3.0,x,-19.6%,-14.8%,x,-10.6%,-3.9%
NC(=S)N=Nc1c(O)[nH]c2ccccc12,-12.1%,14.6%,-10.6,2.8%,13.5%,-20.9%,-17.5%,-5.0%,-1.1%
O=C1c2ccccc2NC(c2ccccc2Cl)N1N=C1CCCCCC1 (stereo not given),-1.2%,-22.7%,x,1.4%,-10.4%,22.8%,-5.1%,6.6%,-7.7%
C=CCOc1ccccc1CN1CCSCC1,1.5%,7.0%,-8.4,3.6%,-16.3%,23.4%,-16.0%,-4.9%,1.0%
O=C(Nn1c(-c2ccccc2)nc2ccccc2c1=O)C1CCC1,-5.1%,16.2%,-17.8,0.5%,-8.4%,4.1%[58.9 µM],-9.2%,-2.4%,i
COc1ccc(CCNC(=O)C2CC(=O)N(c3ccc(F)cc3)C2)cc1OC (stereo not given),-2.2%,20.3%,-3.7,0.2%,-0.3%,4.5%,-6.1%,-1.1%,i
CCCCN(C(C)=O)c1ccc(S(=O)(=O)NC2=NCCCCC2)cc1NC(C)=O,-15.8%,x,1.2,x,-4.1%,-6.7%,x,17.4%,6.3%
Cc1ccc(C)c(OCc2cc(C(=O)N3CCNC(=O)C3)no2)c1,-4.2%,41.2%,7.5,-1.9%,-5.2%,12.7%,-7.8%,91.4%[activator],-6.1%
C[C@@H]1CN([C@@H](C)CO)C(=O)c2cccc(NS(C)(=O)=O)c2O[C@H]1CN(C)Cc1ccc(C(=O)O)cc1,0.1%,x,x,x,-0.5%,-7.3%,x,8.4%,i
Cc1ccc(C(=O)NCc2ccccc2CN2CCCC2)cc1S(=O)(=O)N1CCOCC1,-3.8%,x,-4.9,x,-6.1%,4.1%,x,-6.5%,3.2%
CC(O)CNc1ccc([N+](=O)[O-])cc1S(=O)(=O)N1CCOCC1 (stereo not given),0.3%,20.6%,-13.7,0.9%,-14.2%,61.6%[activator],-15.0%,u,i
On1c2c(c3c4nonc4ccc31)CCCC2,x,u,x,-22.7%,x,x,1.8%,14.6%,x
c1csc(CNCCCN2CCOCC2)c1,-23.9%,27.7%,3.8,-1.9%,-7.9%,3.4%,-4.0%,-0.7%,2.4%
Clc1cccc(Cl)c1Cn1cnc2c(NCc3ccco3)ncnc21,-9.4%,-0.1%,9.2,-9.2%,-0.9%,25.7%,-18.3%,0.0%,-4.2%
CC1=CC(=C(C#N)C#N)C=C(C)N1CCN1CCNCC1,-7.2%,4.5%,12.6,0.4%,-16.4%,u,-0.8%,0.9%,-7.8%
COc1ccc(NC(=O)NCc2cccn2C)c(OC)c1,-17.8%,0.8%,10.1,-1.4%,0.2%,4.6%,-14.6%,3.3%,-2.4%
CCOc1ccc(OCC(=O)c2c(O)c3ccccc3oc2=O)cc1,-8.5%,-6.9%,-2.8,-2.0%,3.5%,u,-11.9%,-5.4%,-0.7%

# In a second layout: 3 of the compounds above
Molecule | Pol kappa inh | Pol beta inh | RXFP1 antagonist | BLM inh | Pol eta inh | Pol iota inh | Apoferritin bind | APE1 inh | PGK inhibitor
CCC(=O)Nc1cc(-c2nn(CC(=O)N3CCCCC3)c(=O)c3ccccc23)ccc1N1CCOCC1 | -22.4% | -1.9% | 0.3 | -1.7% | -0.1% | -7.0% | -23.1% | -5.3% | -2.8%
COc1ccc(CCNC(=O)C2CC(=O)N(c3ccc(F)cc3)C2)cc1OC (stereo not given) | -2.2% | 20.3% | -3.7 | 0.2% | -0.3% | 4.5% | -6.1% | -1.1% | i
Cc1ccc(C)c(OCc2cc(C(=O)N3CCNC(=O)C3)no2)c1 | -4.2% | 41.2% | 7.5 | -1.9% | -5.2% | 12.7% | -7.8% | 91.4%[activator] | -6.1%

# Next section.
SMILES,Pol kappa inh,Pol beta inh,RXFP1 antagonist,BLM inh,Pol eta inh,Pol iota inh,Apoferritin bind,APE1 inh,PGK inhibitor
Cc1ccc(/C=C2\SC(=S)N(CCC(=O)NNS(=O)(=O)c3ccc(C)cc3)C2=O)cc1,-6.1%,u,9.7,-5.9%,-6.5%,10.1%,u,4.4%,2.6%
Cc1sc(NC(=O)CN(CCc2ccccc2)C(=O)C2CC2)c(C(N)=O)c1C,0.7%,90.1%,1.4,-2.1%,-4.2%,27.4%,-12.4%,-2.6%,-3.9%
CCn1c2ccccc2c2cc(NC(=O)COC(=O)c3cc(S(N)(=O)=O)c(Cl)cc3Cl)ccc21,-18.2%,u,-14.6,-3.9%,-16.6%,20.9%,u,18.3%,-0.2%
CC(C)N1C(=O)CCC1C(=O)N1CCCc2ccccc21 (stereo not given),-15.2%,34.2%,25.2,-10.2%,-1.0%,-11.5%[58.9 µM],-5.7%,-4.7%,-1.3%
CN(C)S(=O)(=O)c1cccc(NC(=O)c2cccc(N3C(=O)CCC3=O)c2)c1,3.0%,x,-12.1,x,-2.6%,13.2%,x,22.2%,-3.1%
O=C(CN1CCN(c2ccccn2)CC1)Nc1cc(F)ccc1F,-10.1%,68.1%,-3.2,-2.1%,-5.7%,28.8%,2.0%,-17.1%,2.1%
N=c1ncn(Cc2ccccc2)c2nc(SCCOc3ccccc3)[nH]c12,-9.9%,-8.1%[57.1 µM],0.4,1.0%,-20.7%,21.1%,-6.8%,-0.9%,-7.6%
O=C(c1ccco1)N1CCN(Cc2nc3cc(Cl)ccc3c(=O)[nH]2)CC1,-5.6%,3.4%,-21.2,-3.6%,-17.9%,162.4%[activator],-7.3%,13.4%,3.5%
COCCn1c(-c2ccccc2)nc(=S)c2c1CC(C)(C)OC2,-6.2%,0.2%,-0.5,-0.9%,-16.8%,12.5%,3.9%,14.9%,2.3%

# Source: PubChem

# Some of the compounds tested (hit frequency here may not be typical).
